# Screening data deposited in PubChem BioAssay by National Center for Advancing Translational Sciences (NCATS).
# TbPYK inhibitor – qHTS of Trypanosoma Brucei Inhibitors. TbPYK enzyme, Kinase-Glo Plus ATP luminescence, 45 min. Potency, µM (top dose mostly 76.8 µM), for the others: at the highest dose activity, negative = inhibition, actives largely listed as inhibitors. 410,000 tested, 0.12% active. AID 624173, 2012; also: nearly all actives have a fitted effect of over 50% in size
#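 Luminescence from Kinase-Glo Plus, added after a 45-minute room-temperature reaction, served as the end-point read-out. The enzyme and substrate were preincubated with compound before ADP (130 uM final) initiated turnover. Concentration-effect curves came from normalized qHTS data.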
# LmPK inh – qHTS Assay for Inhibitors of Leishmania Mexicana Pyruvate Kinase (LmPK); Q27686; purified LmPK, Kinase-Glo ATP luminescence, 1 h; Potency, µM (doses to about 57.5 µM), for the others: at the highest dose activity change, negative = inhibition, actives largely listed as inhibitors; 290,000 tested, 0.37% active; AID 1721, 2009
# Target sequence (Q27686 whole entry, looked up): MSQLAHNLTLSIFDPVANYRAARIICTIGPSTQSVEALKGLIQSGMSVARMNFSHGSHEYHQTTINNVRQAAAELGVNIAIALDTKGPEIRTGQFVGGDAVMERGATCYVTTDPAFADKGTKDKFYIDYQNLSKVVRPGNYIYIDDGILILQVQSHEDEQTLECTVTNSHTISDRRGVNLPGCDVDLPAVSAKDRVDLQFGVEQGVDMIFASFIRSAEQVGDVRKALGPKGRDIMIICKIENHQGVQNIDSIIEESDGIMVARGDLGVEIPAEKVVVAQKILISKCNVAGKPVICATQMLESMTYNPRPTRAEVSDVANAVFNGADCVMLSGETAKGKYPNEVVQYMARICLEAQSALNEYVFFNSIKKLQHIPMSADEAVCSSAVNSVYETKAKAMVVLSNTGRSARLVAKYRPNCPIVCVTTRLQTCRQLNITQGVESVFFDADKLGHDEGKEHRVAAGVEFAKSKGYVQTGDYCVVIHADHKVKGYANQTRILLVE
#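 Purified LmPK (0.1 nM) with 0.5 mM PEP and 0.1 mM ADP in imidazole buffer pH 7.2 with MgCl2/KCl, 1 h at room temperature. ATP formed was read by luciferase luminescence and normalized to no-enzyme and uninhibited controls.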
# Pf growth 48h – Primary qHTS for delayed death inhibitors of the malarial parasite plastid, 48 hour incubation | P. falciparum luciferase growth in erythrocytes, 48 h | Potency, µM (series often up to 28.7 µM), inactives show at the highest dose activity change, negative = inhibition, usual class: inhibitors | 310,000 tested, 5.9% active | AID 504832, 2011
#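 Luminescence readout; reporter = integrated firefly luciferase in P. falciparum. RBC culture at 2% hematocrit, 0.1% parasitemia final, 37 C/5% CO2; decreased signal taken as growth inhibition.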
# Pf growth 96h – Primary qHTS for delayed death inhibitors of the malarial parasite plastid, 96 hour incubation; Potency, µM (top dose mostly 28.7 µM), for inactives: top-dose activity change, negative = inhibition, most hits filed as inhibitors; P. falciparum luciferase reporter growth, 96 h; AID 504834, 2011; 320,000 tested, 6.9% active
#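 96 h incubation, 37 C, 5% CO2, of luciferase-reporter P. falciparum-infected RBCs (2% hematocrit, 0.05% parasitemia final) with test compounds; endpoint luminescence.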
# HCV inh – qHTS Assay for Inhibitors of Hepatitis C Virus (HCV); 340,000 tested, 3.4% active; AID 651820, 2012; Potency, µM (highest dose often 41.8 µM), for the others: at the top dose activity change, negative = inhibition, hits mostly inhibitors; Huh7.5.1 HCVcc-Cre infection, luciferase reporter, 44 h
#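 Infectious HCV cell culture screen: compound-treated cells (1,000/well, pre-plated 4 h) are infected with HCVcc-Cre at roughly 0.5 moi and grown 44 h. Infection is quantified by luciferase signal after 15 min substrate incubation at room temperature.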
# Sm TGR inh – qHTS Assay for the Inhibitors of Schistosoma Mansoni Peroxiredoxins. Schistosoma mansoni thioredoxin glutathione reductase (TGR), Q962Y6. purified TGR, DTNB reduction, TNB absorbance 405 nm. Potency, µM (top dose mostly 114 µM), for inactives: at the top dose activity change, negative = inhibition, usual class: inhibitors. 360,000 tested, 3% active; also: nearly all actives have a fitted effect of over 60% in size
#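 TGR 20 nM + NADPH 100 uM (dispensed conc.), cpd preinc 15 min RT; start with NADPH (500 uM addition) then DTNB (15 mM addition). Kinetic TNB absorbance, 405 nm filter. Four-parameter Hill fit across titration.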
# Numbers without * were called inactive; i = inactive; ? = inconclusive; . = not tested or not shown; & = joins results of further samples; [ ] = remark or other dose. Calls follow the shape of the dose curve; as a rule, active = well fitted curve in the direction sought with a large enough effect; inconclusive = small, poorly fitted or top-dose-only effect, or another doubt; inactive = no such curve, though single readings can be large; an effect the other way counts as inactive or inconclusive. % is scaled to controls: 0 for no effect and ±100 for the full control effect; potency is read from the fitted curve at half-maximal effect.
# Fields – TbPYK inhibitor	LmPK inh	Pf growth 48h	Pf growth 96h	HCV inh	Sm TGR inh
- COc1ccc(N2CCN(C(CNC(=O)C(C)(C)C)c3cccnc3)CC2)cc1 (stereo unspecified)
→ 6%	5%[11.5 µM]	3%	-11%	2%	2%
- CCN(CC1CCCN(CCc2cccc(F)c2)C1)C(=O)c1cc2ccccc2o1 (stereo unspecified)
→ -6%	-2%	?	80%[activator]	?	-16%
- CCc1c(O)nc(SCC(=O)N2CCOCC2)n(-c2ccccc2)c1=O
→ -1%	0%	7%	.	13%	2%
- O=C(Oc1ccc(/C=N/NC(=O)c2ccccn2)cc1)c1cccc(Br)c1
→ 1%	3%	72%[activator]	-7%	-15%	-4%
- O=C(Cn1cnc2c(nnn2Cc2ccccc2)c1=O)c1ccc(Cl)cc1
→ 2%	2%	1%	-10%	-2%	-5%
- CCC(C(=O)OCC(=O)Nc1cc(Cl)ccc1Cl)c1ccccc1 (stereo unspecified)
→ 0%	-8%	?	?	-18%	-6%
- CN(Cc1ccccc1)C(=O)COC(=O)c1ccc(S(=O)(=O)N(C)C)cc1
→ 4%	0%	4%	38%[activator]	2%	-1%
- CCCCc1nccn1CCn1ccnc1CCCC
→ 6%	-1%	26%	?	1%	1%
- CCOc1cc(-c2c(C#N)c(=O)[nH]c3c2c(C)nn3-c2ccc(F)cc2)ccc1O
→ 4%	4%	-6%	-3%[5.75 µM]	9%	1%
- COc1ccc(OC)c(C(=O)/C=C/c2cccnc2)c1
→ -6%	-7%	?	7.4µM*	?	?
- Cc1cc(C(=O)N2CCN(S(=O)(=O)c3ccc(C)c(C)c3)CC2)no1
→ -12%	.	0%	-12%	-6%	0%
- CC1CC(C)(C)N2C(=O)C3(Nc4ccccc4S3)c3cccc1c32 (stereo unspecified)
→ 3%	11%	.	?	-21%	3%
- COc1ccc(NC(=O)CSc2nc3sc(C)c(C)c3c(=O)n2Cc2ccco2)cc1
→ 1%	-1%	25%	?	.	-30%
- Cc1nc2ccccn2c1-c1csc(Nc2cccc(O)c2)n1
→ -1%	0%	0%	0%	0.89µM*	-10%
- O=C(CCC(=O)N(CC(=O)NC1CCCC1)Cc1ccc2c(c1)OCO2)Nc1ccccn1
→ -4%	1%	-19%	.	-7%	-12%
- Cc1cccc(OCC(=O)Nc2ccc(S(=O)(=O)N3CCCC3)cc2)c1
→ -20%	2%	?	36%[activator]	-14%	0%
- CCCCn1c2ccc(F)cc2c2nnc(SCCN3CCCCC3)nc21
→ -11%&-28%	0%	?	-2%	?	-28%&0%
- CCn1cc(Cl)c(C(=O)Nc2c(C)nn(Cc3c(F)c(F)c(F)c(F)c3F)c2C)n1
→ -1%	0%	-12%	-7%	?	-23%
- CCOC(=O)CC(=O)CSCC(=O)Nc1ccc(C)cc1
→ -2%	3%	23%	.	13%	-17%
- CCOc1ccc(/C(O)=C2/C(=O)C(=O)N(c3ncccn3)C2c2ccccc2)cc1 (stereo unspecified)
→ 0%	-1%	22%	-5%	4%	12%
- COCCNC(=O)CSc1nc2ccccc2c(=O)n1CC1CCCO1 (stereo unspecified)
→ -8%	1%	16%	-6%	2%	17%
- CCC12CN3CC(CC)(CN(C1)C31C(=O)N(C)c3ccc(C)cc31)C2=O (stereo unspecified)
→ 1%	4%	11%	3%	19%	-8%
- COC(=O)c1sc(N2C(=O)c3oc4ccccc4c(=O)c3C2c2cccc(O)c2)nc1C (stereo unspecified)
→ -2%	3%	-2%	26%	3%	-4%
- COc1ccc2c(c1)N(C)/C(=C1/SC(=NCc3ccccc3)N(c3ccccc3)C1=O)S2
→ -10%	5%	?	?	13%	-6%
- COC(=O)CCn1nc(-c2ccc(C)cc2)c2ccccc2c1=O
→ 3%	5%	15%	193%[activator]	-6%	14%
- COc1cccc(CNC(=O)Cn2cccc2)c1
→ 0%	-3%	31%[activator]	?	19%	-1%
- CN(CC1CCOCC1)C(=O)CC1C(=O)NCCN1Cc1cccc(F)c1 (stereo unspecified)
→ -6%	-2%	?	84%[activator]	15%	?
- O=C1CCCC2=C1C(c1ccncc1)Nc1ccccc1N2 (stereo unspecified)
→ 1%	0%	.	10µM*	16%	4%
- C=CCOc1ccc(/C(O)=C2\C(=O)C(=O)N(CCOC)C2c2cccnc2)cc1 (stereo unspecified)
→ -13%	7%	4%	78%[activator]	3%	-24%
- CCn1cc(-c2ccccc2)c(C(=O)O)c1-c1ccc(OC)cc1
→ -1%	.	13%	48%[activator]	?	-9%

# Other structures.
Compound,TbPYK inhibitor,LmPK inh,Pf growth 48h,Pf growth 96h,HCV inh,Sm TGR inh
COc1ccc(CNC(=O)CCNC(=O)c2ccc(C(C)(C)C)cc2)cc1OC,-7%,.,-11%,?,2%,-2%
Cn1c(=O)c2c(ncn2CC(=O)N/N=C/C=C/c2ccccc2[N+](=O)[O-])n(C)c1=O,4%,-1%,84%[activator],92%[activator],12%,0%
CCCCn1c(-c2csc3c2CCC(C)C3)n[nH]c1=S (stereo unspecified),?,18µM*,0.93µM*,-33%,?,1%
NS(=O)(=O)c1ccc(NC(=O)CCc2ccccc2)cc1,-3%,-11%,6%,-11%,-20%,4%
NNC(=O)/C(=C\c1cccs1)NC(=O)c1ccccc1,5%,0%,-11%,36%[activator],-3%,6%
COc1cccc(NC(=O)CN(C)CC(=O)Nc2ccc(Cl)cc2[N+](=O)[O-])c1,1%,-3%,?,-18%,-17%,3%
CC(C)CNC(=O)CN1C(=O)NC2(CCCc3ccccc32)C1=O (stereo unspecified),-1%,-6%,-2%,22%,-7%,-2%
CCC1=Nc2cc(C(=O)NCc3ccco3)ccc2Sc2ccccc21,-1%,2%,7.4µM*,11%,?,?
COc1cc(S(=O)(=O)N2CCOCC2)ccc1NC(=O)CSc1nnc(N)s1,-11%,4%,-26%,-27%,13%,1%
NS(=O)(=O)c1ccc(CCNC(=O)c2cc(-c3cc(Cl)ccc3O)n[nH]2)cc1,3%,6%,?,-40%,-19%,9%

# Reprinted from the part before: 2 compounds, followed by the next part.
Compound,TbPYK inhibitor,LmPK inh,Pf growth 48h,Pf growth 96h,HCV inh,Sm TGR inh
COc1cc(S(=O)(=O)N2CCOCC2)ccc1NC(=O)CSc1nnc(N)s1,-11%,4%,-26%,-27%,13%,1%
NS(=O)(=O)c1ccc(CCNC(=O)c2cc(-c3cc(Cl)ccc3O)n[nH]2)cc1,3%,6%,?,-40%,-19%,9%
S=C(NC1CCCCCC1)NC1CCCC1,-4%,-3%,8%,0%,-20%,1%
COc1ccc(/C=C2\SC(=S)N(CC(=O)NC3CCS(=O)(=O)C3)C2=O)cc1 (stereo unspecified),-8%,-6%,22%,13%,0%,4%
COC(=O)c1[nH]c2cccc(C)c2c1NC(=O)CN1CCN(C(=O)c2ccco2)CC1,1%,2%,?,12µM*,-14%,?
CCOCCOCCC(C(=O)OCC)P(=O)(c1ccccc1)c1ccccc1 (stereo unspecified),3%,-4%,.,-3%,6%,-14%
O=C(Oc1ccc(C(=S)N2CCOCC2)cc1)c1cccc([N+](=O)[O-])c1,-11%,-3%,39%[activator],-24%,14%,0%
COC(=O)c1ccc(Oc2nc(NC(C)C)nc(NC(C)C)n2)cc1,-9%,4%,?,2%,-5%,8%
COc1ccccc1NC(=O)C1=C(C)Nc2ncnn2C1c1cccs1 (stereo unspecified),-2%,3%,?,1%,-4%,5%
O=C(NCC(=O)N(c1cccnc1)C(C(=O)NCc1ccco1)c1ccccc1)c1ccco1 (stereo unspecified),-2%,-2%,-4%,-11%,19%,-3%
Cc1occc1C(=O)NCc1ccc2c(c1)OCO2,-12%,-12%,5%,0%,27%,-15%
CCCCC1(C)OC(=O)C(=Cc2ccc(SC)cc2)C(=O)O1 (stereo unspecified),8%,-4%,13%,-8%,19%,-1%
COc1ccc(OCCSc2ncccn2)cc1,-6%,-20%,194%[activator],?,20%,-2%
CCOc1ncccc1C(=O)Nc1ccc(C)c(S(=O)(=O)N2CCCCCC2)c1,2%,.,13µM*,?,14µM*,0%
C/C(=N\NC(=S)NC1CCCCC1)c1cccc(Br)c1,6%,4%,1µM*,0.47µM*,0%,8%
CC1(C)Cc2sc3c(=O)[nH]c(=S)[nH]c3c2CO1,?,-7%,1%,16%,24%,-9%
O=C(Cc1cccs1)N1CCN(C(=O)C2CCCO2)CC1 (stereo unspecified),1%,2%,9%,.,9%,-33%
O=C(COc1ccccc1)NCCc1cnc[nH]1,-11%,0%,24%,0%,?,-5%
COc1ccc(C(=O)NC2CCN(S(=O)(=O)c3ccccc3)CC2)cc1,5%,3%,-3%,-103%,9%,67%[activator]
CCN(CC)CCCNC(=O)C1c2ccccc2C(=O)N(CCOC)C1c1ccc(F)cc1 (stereo unspecified),-2%,-16%,1%,13µM*,-3%,10%
Cc1cc(OCc2cc(C(=O)NCc3csc(C(C)C)n3)no2)cc(C)c1Cl,-3%,11%,65%[activator],-3%,.,5%
CCOC(=O)C1=C(N)N(c2ccccc2Oc2ccccc2)C(=O)C1,-3%,4%,-13%,-22%,-21%,6%

# Part of the list above, field by field:
COc1ccc(N2CCN(C(CNC(=O)C(C)(C)C)c3cccnc3)CC2)cc1 (stereo unspecified)
  TbPYK inhibitor: 6%	LmPK inh: 5%[11.5 µM]	Pf growth 48h: 3%	Pf growth 96h: -11%	HCV inh: 2%	Sm TGR inh: 2%
CCN(CC1CCCN(CCc2cccc(F)c2)C1)C(=O)c1cc2ccccc2o1 (stereo unspecified)
  TbPYK inhibitor: -6%	LmPK inh: -2%	Pf growth 48h: ?	Pf growth 96h: 80%[activator]	HCV inh: ?	Sm TGR inh: -16%

# (continued)
Compound,TbPYK inhibitor,LmPK inh,Pf growth 48h,Pf growth 96h,HCV inh,Sm TGR inh
Cc1csc(NC(=O)CSC2=NS(=O)(=O)c3ccccc3N2)n1,0%,.,18%,19%,-20%,-10%
Cc1ccccc1Cn1nc(C)c(NC(=O)c2noc3c2CC(C(C)(C)C)CC3)c1C (stereo unspecified),-3%,0%,?,68%[activator],-5%,-1%
Cc1cnc(NC(=O)c2cncc(Br)c2)s1,-4%,-7%,i,i,8%,43%[activator]
CCOc1ccc(N2C(=O)CC(N(Cc3ccco3)C(=O)CCC(=O)O)C2=O)cc1 (stereo unspecified),-1%,-8%,-18%,?,27%,6%
CC(C(=O)Nc1ccccc1)c1ccc(-c2ccccc2)c(F)c1 (stereo unspecified),1%,8%,.,?,?,-16%
CN(CC(=O)Nc1ccccc1Cl)CC(=O)Nc1sc2c(c1C(N)=O)CCC2,-4%,.,-17%,?,?,?
COCc1[nH]nc2c1C(c1sccc1C)C(C#N)=C(N)O2 (stereo unspecified),5%,-3%,-1%,138%[activator],11%,0%
CC(=O)N/C(=C\c1cccc([N+](=O)[O-])c1)C(=O)NC1CCCCC1,5%,-4%,9%,-14%,14%,-10%
CCOC(=O)COc1cccc2c(=O)n(CC(=O)NCc3ccccc3)ccc12,2%,3%,20%,45%[activator],-5%,3%
CC(C)(C)n1ncc2c(=O)n(CC(=O)N3CCc4ccccc43)cnc21,-4%,1%,20%,?,2%,11%
